Salmonella PhoP GFP – PhoP regulon inhibitors, Salmonella typhi PhoP promoter GFP reporter, confirmatory (AID 1850) | Salmonella Typhi PhoP-promoter GFP reporter, fluorescence, 4 h; higher % means a stronger effect | one-dose inhibition, % at 50 µM; IC50 in µM for titrated hits | 310,000 compounds, 0.33% hits; in the data active = a potency from the dose series; inconclusive = inhibition mostly from about 25% at the one dose, without a potency; inactive = the rest, 99 in 100 with inhibition below about 19%;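 note: 0% = induced wells with vehicle and 100% = uninduced wells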
M. tuberculosis HTS – M. tuberculosis growth inhibition, HTS (AID 449762) | M. tuberculosis H37Rv growth inhibition, 7H9 media; higher % means a stronger effect | 330,000 compounds, 0.59% hits | one-dose inhibition, % at 25 µM; IC50 in µM for titrated hits; in the data active = a potency from the dose series; inconclusive = inhibition above about 70% without an active follow-up result;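 note: bacterial growth assessed after seven days of incubation; strong numbers were not always called active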
tuberculosis growth – growth inhibition of non-replicating M. tuberculosis (AID 488890); inhibition, % at 25 µM; hits with a dose series show IC50 in µM; Mycobacterium tuberculosis non-replicating, growth inhibition; higher % means a stronger effect; 320,000 compounds, 0.39% hits; in the data active = a potency from the dose series; inconclusive = inhibition mostly from about 82% at the one dose, without a potency; inactive = the rest, 99 in 100 with inhibition below about 76%;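 note: plate controls were DMSO cells for no effect and high antibiotic wells for full effect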
H1N1 NS1A inhibition – H1N1 influenza NS1A inhibitors, functional cell based assay (AID 504329). 340,000 compounds, 0.3% hits. inhibition, % at 12.5 µM, or IC50 in µM where a hit was titrated. NS1A functional cell-based assay, percent inhibition; higher % means a stronger effect; in the data active = a potency from the dose series; inconclusive = inhibition above about 27% without an active follow-up result; note: strong numbers were not always called active
VEEV TC-83 Vero – inhibitors of VEEV TC-83 cytopathic effect, confirmation, Vero cells (AID 588727); Vero cells, VEEV TC-83 cytopathic effect inhibition; higher % means a stronger effect; inhibition, % at 20 µM; hits with a dose series show IC50 in µM; 350,000 compounds, 0.13% hits; in the data active = a potency from the dose series; inconclusive = inhibition mostly from about 14% at the one dose, without a potency; inactive = the rest, 99 in 100 with inhibition below about 12%; note: strong numbers were not always called active
VEEV TC-83 Vero 10K pilot screen – further read-out of VEEV TC-83 Vero, marked with its call; inhibition, %; measured here: 10K pilot screen inhibition
The depositor's hits bear a star; i = inactive; ? = inconclusive; / = not tested or not shown.

The first 15 compounds, to show the layout:
SMILES	Salmonella PhoP GFP	M. tuberculosis HTS	tuberculosis growth	H1N1 NS1A inhibition	VEEV TC-83 Vero	others
COc1ccc(C(=O)C(CCCCC(CN(C)C)C(=O)c2ccc(OC)cc2)CN(C)C)cc1 (stereo not drawn)	7.1%	-3.9%	38.2%	-1.7%	i
COc1ccc(NC(=O)CN2C(=O)COc3ccc(C)cc32)c(OC)c1	-0.6%	-2.5%	18.1%	-5.2%	i
Clc1ccccc1-c1nnc(-c2cccs2)o1	3.8%	43.1%	77.1%	2.7%	3.9%
CCOc1cc(C)c(S(=O)(=O)NC2CC(C)(C)NC(C)(C)C2)cc1C	-7.9%	-11.3%	-1.7%	-0.2%	0.1%
Cc1ccc2c(c1)N(CCC(=O)NCCCN1CCCC1)C(=O)CO2	-6.9%	-3.8%	-2.8%	-3.6%	1.7%
COc1ccc(CCN(C)C(=O)C2CC(=O)N(Cc3ccc(C)cc3)C2)cc1OC (stereo not drawn)	/	-4.6%	0.8%	10.9%	i
Cc1ccc(CNC(=O)C2CCCN2C(=O)NCc2ccccc2)cc1 (stereo not drawn)	-3.6%	-8.2%	-5.0%	-6.9%	1.0%
Cc1cc(C)nc(NC(N)=NC(C)c2ccccc2)n1 (stereo not drawn)	8.5%	-1.4%	4.8%	/	/
CCOc1ccc(NC(=O)Cn2nnc(-c3ccccc3NC(=O)CC)n2)cc1	1.4%	-0.1%	7.4%	-2.8%	1.9%
CC1(C)Oc2ccc3ccc(=O)oc3c2/C(=C/Nc2cccc(O)c2)C1=O	0.0%	18.2%	22.7%	/	10.4%
Cc1nn(-c2ccccc2)c(Cl)c1CN(C(=O)CCl)c1cccc2ccccc12	0.8%	20.9%	63.7%	1.6%	0.6%
COc1ccc(Cl)cc1-c1n[nH]c(=S)o1	31.6%	-5.2%	20.9%	3.6%	1.8%
COc1ccc(CC(=O)OCC(=O)NC2CC2)cc1	/	0.1%	-18.9%	-10.0%	2.2%
Cc1cc(C(=O)N2CCCC(CCC(=O)N3CCN(c4ccccn4)CC3)C2)c(C)o1 (stereo not drawn)	-5.2%	-6.2%	-7.3%	8.3%	i
CCN(CC)CCCNC(CC(=O)Nc1cccc([N+](=O)[O-])c1)C(=O)O (stereo not drawn)	-2.5%	0.7%	3.2%	-0.2%	0.2%

All compounds of this part, repeating the preview:
SMILES	Salmonella PhoP GFP	M. tuberculosis HTS	tuberculosis growth	H1N1 NS1A inhibition	VEEV TC-83 Vero	others
COc1ccc(C(=O)C(CCCCC(CN(C)C)C(=O)c2ccc(OC)cc2)CN(C)C)cc1 (stereo not drawn)	7.1%	-3.9%	38.2%	-1.7%	i
COc1ccc(NC(=O)CN2C(=O)COc3ccc(C)cc32)c(OC)c1	-0.6%	-2.5%	18.1%	-5.2%	i
Clc1ccccc1-c1nnc(-c2cccs2)o1	3.8%	43.1%	77.1%	2.7%	3.9%
CCOc1cc(C)c(S(=O)(=O)NC2CC(C)(C)NC(C)(C)C2)cc1C	-7.9%	-11.3%	-1.7%	-0.2%	0.1%
Cc1ccc2c(c1)N(CCC(=O)NCCCN1CCCC1)C(=O)CO2	-6.9%	-3.8%	-2.8%	-3.6%	1.7%
COc1ccc(CCN(C)C(=O)C2CC(=O)N(Cc3ccc(C)cc3)C2)cc1OC (stereo not drawn)	/	-4.6%	0.8%	10.9%	i
Cc1ccc(CNC(=O)C2CCCN2C(=O)NCc2ccccc2)cc1 (stereo not drawn)	-3.6%	-8.2%	-5.0%	-6.9%	1.0%
Cc1cc(C)nc(NC(N)=NC(C)c2ccccc2)n1 (stereo not drawn)	8.5%	-1.4%	4.8%	/	/
CCOc1ccc(NC(=O)Cn2nnc(-c3ccccc3NC(=O)CC)n2)cc1	1.4%	-0.1%	7.4%	-2.8%	1.9%
CC1(C)Oc2ccc3ccc(=O)oc3c2/C(=C/Nc2cccc(O)c2)C1=O	0.0%	18.2%	22.7%	/	10.4%
Cc1nn(-c2ccccc2)c(Cl)c1CN(C(=O)CCl)c1cccc2ccccc12	0.8%	20.9%	63.7%	1.6%	0.6%
COc1ccc(Cl)cc1-c1n[nH]c(=S)o1	31.6%	-5.2%	20.9%	3.6%	1.8%
COc1ccc(CC(=O)OCC(=O)NC2CC2)cc1	/	0.1%	-18.9%	-10.0%	2.2%
Cc1cc(C(=O)N2CCCC(CCC(=O)N3CCN(c4ccccn4)CC3)C2)c(C)o1 (stereo not drawn)	-5.2%	-6.2%	-7.3%	8.3%	i
CCN(CC)CCCNC(CC(=O)Nc1cccc([N+](=O)[O-])c1)C(=O)O (stereo not drawn)	-2.5%	0.7%	3.2%	-0.2%	0.2%
Cc1ccc(NC(=O)c2ccc(OCc3c(C)noc3C)cc2)c(C)c1	/	-3.0%	30.2%	-6.5%	7.8%
Cc1sc2nc(SCC(=O)N(C)c3ccccc3)n(C)c(=O)c2c1C	21.0%	-0.2%	25.4%	-11.6%	7.7%
O=S(=O)(c1cc(Cl)c(Cl)cc1Cl)N1CCN2CCCC2C1 (stereo not drawn)	4.4%	-2.8%	5.9%	1.9%	0.6%
Cc1ccc(NC(=O)CCCCCN2C(=O)[C@@H]3Cc4ccccc4CN3C2=O)c(C)c1	-5.6%	2.0%	70.5%	-5.4%	1.9%
Cc1ccc(S(=O)(=O)N(CC(=O)Nc2ccc(Cl)cc2)C(=O)N2CCN(C)CC2)cc1	/	/	/	-4.1%	i
COc1ccc(S(=O)(=O)N2CCN(C)CC2)cc1NC(=O)c1ccccc1C	9.6%	-1.8%	-14.7%	4.0%	i
CCC(=O)Nc1ccc2c(c1)nc(CCN1CCN(C)CC1)n2C	8.0%	1.8%	6.2%	9.8%	i	VEEV TC-83 Vero 10K pilot screen=1.0
CCn1c(=O)n(CC(=O)NC2CCCC(C)C2C)c(=O)c2ccccc21 (stereo not drawn)	-6.3%	1.8%	-1.5%	-4.1%	1.3%
N#Cc1ccccc1OCc1nnc(-c2ccccc2Br)o1	-5.4%	9.7%	17.0%	-3.9%	2.2%
COc1ccccc1CN1CC(C(=O)NCc2ccc(SC)cc2)CCC1=O (stereo not drawn)	/	/	/	-13.4%	2.0%
COc1ccc(-c2cc(C(=O)Nc3cc(Cl)ccc3O)no2)cc1	0.5%	13.5%	35.9%	-13.2%	0.6%
CC(C)n1cc2c(N)ncnc2n1	/	/	/	-20.7%	1.1%
Cc1ccc(S(=O)(=O)Nc2nc3ccccc3nc2NCC2CCCO2)cc1C (stereo not drawn)	7.4%	-2.1%	1.4%	-0.9%	0.4%
O=C(COC(=O)c1cccc(NS(=O)(=O)c2ccc(F)c(F)c2)c1)NC(=O)NC1CCCCC1	-8.1%	12.1%	31.9%	-4.9%	2.4%
COc1ccc(Cc2nn3c(-c4ccccc4OC)nnc3s2)cc1	-14.9%	-1.0%	50.6%	-0.2%	1.3%
Cc1cccc(C)c1N1CCN(C(=O)N2CCCCC2)CC1	5.8%	0.1%	6.8%	-12.6%	1.1%
CCCc1cc(=O)oc2c(C)c(OCC(=O)c3ccc(N4CCCC4)cc3)ccc12	/	/	/	-1.1%	0.7%
COc1ccc(C(=O)/C=C/c2ccc(OC)c(COc3ccccc3F)c2)cc1	-5.7%	7.9%	37.9%	4.6%	i
COCCNC(=S)N/N=C(\C)c1ccc(-n2ccnc2)cc1	5.0%	?	61.6%	-5.2%	0.7%
COc1ccc([N+](=O)[O-])cc1NC(=O)COC(C)=O	4.7%	4.2%	-13.7%	-11.6%	i
C#CCNC(=O)C1=C[C@H](c2coc3ccccc3c2=O)[C@@H](CCCO)[C@H](OCC)O1	-3.6%	-3.7%	8.9%	11.9%	0.3%
c1ccc(-c2nc(NCCCn3ccnc3)c3ccccc3n2)cc1	-0.8%	?	i	-4.0%	9.1%
COC(=O)c1cccc(-n2c(CCC(=O)O)ccc2-c2cccs2)c1	5.0%	-1.2%	78.4%	8.0%	i
CCOc1ccc(NC(=O)N2C[C@H]3C[C@@H](C2)c2cccc(=O)n2C3)cc1	-0.6%	1.0%	-15.4%	-2.4%	0.4%
CCC1CN(C(=O)N2CCC(C(=O)NCc3cccc(F)c3)CC2)c2ccccc2O1 (stereo not drawn)	-7.1%	-6.3%	16.4%	-3.0%	4.5%
O=C(c1ccc(Br)o1)N1CCN(c2ccc3nnc(-c4ccccc4)n3n2)CC1	/	0.6%	27.1%	9.0%	?
O=[N+]([O-])c1ccccc1/C=C/CN1CCN(Cc2ccc3c(c2)OCO3)CC1	11.2%	11.2%	29.1%	9.9%	i
Cc1ccsc1C(=O)NNC(=O)C1CCCCC1C(=O)O (stereo not drawn)	-0.5%	-4.9%	-16.9%	6.7%	i
CN(C)C(CNS(=O)(=O)c1ccc(Cl)cc1)c1cccnc1 (stereo not drawn)	-9.0%	1.9%	-14.4%	-7.8%	1.0%
Cc1nnc(NC(=O)CCCCCN2C(=O)C3C4C=CC(C4)C3C2=O)s1 (stereo not drawn)	19.0%	-0.9%	/	-2.9%	0.6%
CC(C)CNC(=O)c1coc(=O)c(Br)c1	-1.2%	6.2%	?	-3.3%	i
COc1ccc(-c2nc(CS(=O)(=O)CC(=O)NC3CCCCCC3)c(C)o2)cc1	-3.4%	-2.8%	-9.8%	3.3%	1.1%
COC(=O)c1noc(C)c1-c1ccnn1C(=O)c1ccc(Cl)cc1	-7.4%	4.3%	0.3%	-2.2%	0.5%
CC(=O)Nc1ccc(NC(=O)c2c(-c3ccccc3Cl)noc2C)c(C)c1	-4.2%	-4.7%	-14.7%	-3.3%	0.6%
COc1ccccc1C(=O)Nc1cccnc1	1.1%	-2.4%	-9.4%	0.2%	1.1%
CCOc1ccc(C(=O)NC(C(=O)NCC2CCCO2)C(C)C)cc1 (stereo not drawn)	7.0%	-5.9%	-23.2%	-12.9%	0.7%
COc1ccc(NC(=O)c2ccccc2NS(=O)(=O)c2ccc(C)cc2)c([N+](=O)[O-])c1	-7.1%	3.2%	-9.6%	-1.1%	0.7%
COc1ccc(OC)c2cc3ccccc3cc12	/	/	/	2.8%	42.4%
COc1ccc(C(=S)Nc2ccc(C)cc2)cc1	-6.6%	-6.6%	26.5%	8.9%	0.7%
O=C(Nc1ccc(F)cc1)NC1CCCCC1	9.4%	1.0%	2.1%	4.3%	0.5%
Cc1ccc(S(=O)(=O)N2CCCCC2CCNC(=O)C(=O)NC2CCCC2)cc1 (stereo not drawn)	5.5%	4.5%	21.1%	-2.8%	4.4%
N#CCCN(C(=O)COC(=O)CCc1ccccc1)c1ccccc1	3.5%	1.7%	-11.4%	-2.3%	1.5%
CN(C)c1cc[n+](CC(O)C[n+]2ccc(N(C)C)cc2)cc1	-26.0%	1.1%	-17.0%	-8.3%	1.1%	VEEV TC-83 Vero 10K pilot screen=0.6
COc1ccc(C(=O)Nc2ccc(CN3CCCCC3)cc2)cc1	-0.2%	-3.3%	1.7%	8.7%	4.0%
O=C(O)c1ccccc1C(=O)NC1Cc2ccccc2C1	-5.2%	-3.2%	-13.0%	-3.3%	1.6%

(cont.)
SMILES	Salmonella PhoP GFP	M. tuberculosis HTS	tuberculosis growth	H1N1 NS1A inhibition	VEEV TC-83 Vero	others
O=C(COC(=O)c1cc(Cl)nc(Cl)c1)NCCc1ccc(F)cc1	/	17.1%	28.6%	-6.5%	1.7%
CCCc1cc(=O)oc2c(C)c(OCC(=O)NCCN3CCOCC3)ccc12	3.8%	0.4%	-16.7%	3.9%	1.2%
O=C(CN1CCCC1)Nc1ccc(OCc2ccccc2)cc1	7.7%	-5.8%	10.9%	12.9%	1.8%
NC1=NC(c2ccccc2)=NC1(NC(=O)c1ccccc1)C(Cl)Cl (stereo not drawn)	-16.1%	-6.2%	1.1%	8.2%	1.8%
O=C(O)c1ccc(COc2c(F)c(F)cc(F)c2F)o1	-3.2%	-8.2%	9.9%	-8.2%	i
CC(=O)c1ccccc1Oc1cc(NN2CCCCC2)c([N+](=O)[O-])cc1[N+](=O)[O-]	7.2%	9.7%	/	16.2%	1.3%
Cc1ccc(CO/N=C/c2c(O)cc(C)oc2=O)cc1	3.3%	-13.4%	i	-3.1%	1.3%
COc1ccc(-c2nnc(Nc3nc4c(OC)cccc4s3)o2)cc1	0.6%	/	?	-15.3%	1.3%
COCCN(C(=O)CSc1nnc(-c2ccc(C)c(C)c2)o1)c1c(N)n(CC(C)C)c(=O)[nH]c1=O	-0.1%	-0.8%	12.3%	-7.4%	3.7%
COC(=O)c1ccc(Cl)c(NC(=O)CN(c2ccc3c(c2)OCO3)S(C)(=O)=O)c1	-1.3%	3.6%	6.5%	8.2%	i
